# KOR beta-arrestin-1: kappa opioid receptor blockers – cell-based, luminescence, uHTS (AID 1778); KOR beta-arrestin recruitment, luminescence, antagonist mode; higher % means a stronger effect; one-dose inhibition, % at 10 µM; IC50 in µM for titrated hits; 290,000 tested, 0.091% active; in the data active = inhibition above about 50%; also: strong numbers were not always called active
# NOD1 NF-kB reporter: NOD1 signaling inhibitors, primary screen, cell-based, luminescence, uHTS (AID 1578). NOD1-driven NF-kB luciferase reporter cells, luminescence; higher % means a stronger effect. inhibition, % at 4 µM, or EC50 in µM where a hit was titrated. 290,000 tested, 1% active; in the data active = inhibition mostly above about 36%, no sharp cut-off; inactive = mostly below about 34%;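 also: HEK-293T reporter cells stimulated with the NOD1 agonist gamma-tri-DAP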
# NS5 inhibitors: Dengue-2 NS5 methyltransferase inhibitors, primary screen, biochemical, confirmation dose response (AID 588689); Dengue-2 NS5 methyltransferase capping enzyme assay, biochemical; higher % means a stronger effect; 340,000 tested, 0.3% active; inhibition, % at 25 µM, or IC50 in µM where a hit was titrated; in the data active = a potency from the dose series; inconclusive = inhibition above about 29% without an active follow-up result
# GPR55 antagonists: GPR55 antagonists blocking LPI-driven arrestin recruitment, primary screen, imaging, U2OS, beta-arrestin-GFP, LPI agonist (AID 2013); U2OS GPR55 beta-arrestin-GFP translocation imaging, LPI antagonism; higher % means a stronger effect; 290,000 tested, 0.13% active; one-dose inhibition, % at 10 µM; IC50 in µM for titrated hits;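 active = spots per cell inhibited over 60%, with over 100 cells counted and total cytoplasm intensity under 500,000; inconclusive = wells with under 100 cells, flagged as likely toxic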;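 also: U2OS cells stably carrying GPR55 and arrestin-GFP stimulated by 5 µM LPI near EC80; imaged beta-arrestin-GFP aggregate spots per cell after agonist stimulation; plate controls were LPI-stimulated DMSO wells for no effect and DMSO wells without LPI for full effect; some results filed as inactive read as strong as hits; confirmed hits need IC50 under 10 µM and bright autofluorescent wells are also inconclusive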
# West Nile virus CPE: inhibition of WNV-induced cytopathic effect – cell-based, CPE readout (AID 1621). West Nile virus-infected cells, CPE inhibition; higher % means a stronger effect. one-dose CPE inhibition, % at 10 µM; IC50 in µM for titrated hits. 290,000 tested, 0.02% active; in the data active = a potency from the dose series; inconclusive = CPE inhibition mostly from about 3.7% at the one dose, without a potency; inactive = the rest, 99 in 100 with CPE inhibition below about 2.2%; also: strong numbers were not always called active
# GPR55 beta-arrestin: GPR55 agonists via beta-arrestin recruitment, primary screen, imaging, U2OS cells, beta-arrestin-GFP redistribution (AID 1961). U2OS GPR55 beta-arrestin-GFP redistribution imaging; higher % means a stronger effect. activation, % at 10 µM; hits with a dose series show EC50 in µM. 290,000 tested, 0.048% active;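 active = activation above 40% with more than 50 cells counted in the well; inconclusive = wells holding fewer than 50 cells, flagged as toxic or sparse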;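 also: U2OS osteosarcoma cells stably expressing GPR55 and beta-arrestin-GFP; plate controls were DMSO negative control for no effect and LPI positive control for full effect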
# GPR35 arrestin U2OS: inhibition of zaprinast-stimulated GPR35 beta-arrestin translocation – imaging, U2OS, beta-arrestin-GFP, zaprinast agonist, primary screen (AID 2058); inhibition, % at 10 µM, or IC50 in µM where a hit was titrated; U2OS GPR35 beta-arrestin-GFP translocation imaging, zaprinast antagonism; higher % means a stronger effect; 290,000 tested, 0.052% active;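 active = inhibition of at least 50% with at least 30 cells and total cytoplasm GFP at most 10,000,000; inconclusive = under 30 cells or total GFP of 10,000,000 plus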
# KOR beta-arrestin-2: KOR agonists, beta-arrestin recruitment, primary screen, cell-based, luminescence, uHTS (AID 1777); KOR beta-arrestin recruitment, luminescence; higher % means a stronger effect; activation, % at 10 µM; hits with a dose series show EC50 in µM; 280,000 tested, 0.02% active; in the data active = activation above about 50%, passing the limit was not always enough; also: a part of the inactive calls stands beside numbers as strong as those of hits
# HIV fusion peptide: cell-free HIV fusion peptide-binding blockers – biochemical, uHTS, fluorescence dequenching, primary screen (AID 1986); one-dose inhibition, % at 20 µM; IC50 in µM for titrated hits; 290,000 tested, 0.3% active; cell-free peptide binding, fluorescence dequenching, 30 min; higher % means a stronger effect; in the data active = inhibition mostly above about 52%, no sharp cut-off; inactive = mostly below about 76%; also: some results filed as inactive read as strong as hits
# Numbers without * were called inactive; ? = inconclusive; . = no result given; & = joins results of further samples; [ ] = another dose, or the depositor's remark. Only part of the results is shown; rates above refer to the full screens.
# Under each structure – KOR beta-arrestin-1	NOD1 NF-kB reporter	NS5 inhibitors	GPR55 antagonists	West Nile virus CPE	GPR55 beta-arrestin	GPR35 arrestin U2OS	KOR beta-arrestin-2	HIV fusion peptide
> Cc1ccccc1OCC(=O)OCC(=O)Nc1ccc(S(N)(=O)=O)cc1
→ -33.8%[20 µM]	-12.2%	-4.5%	11.3%	0.2%	0.2%	-8.8%	-1.5%	1.2%
> COc1ccc2c(=O)cc(-c3ccccc3F)oc2c1
→ -0.3%	-13.7%	13.2%	0.7%	-0.3%	-0.2%	15.7%	2.9%	-1.9%
> COc1ccc(CN(C)C(=O)CCN2C(=O)c3ccccc3C2=O)c(OC)c1OC
→ 8.5%	22.4%	-7.5%	2.4%	0.1%	-0.1%	-12.8%	-1.0%	1.2%
> O=C(Nc1ccccn1)NC12CC3CC(CC(C3)C1)C2
→ 17.1%	-65.8%	2.0%	-7.2%	-0.1%	-0.3%	9.4%	-0.6%	4.9%
> CCC1CN(C(=O)NCc2cccc(OC)c2)c2cc(Cl)ccc2O1 (stereo unspecified)
→ -15.1%	-8.0%	-1.6%	-0.9%	-0.4%	-0.3%	0.1%	2.2%	1.3%
> C#CCOCCOCCOCCNc1nc(N2CCOCC2)nc(N2CCN(C(=O)[C@H]([C@@H](C)CC)n3cc([C@@H](N)Cc4ccc(O)cc4)nn3)CC2)n1
→ 12.1%	-1.5%	-0.3%	3.2%	0.0%	1.3%	48.4%	-2.0%	0.9%
> O=S(=O)(c1ccc(-c2ccon2)s1)N1CCCC1
→ -5.3%	-3.7%	3.9%	3.3%	0.1%	0.0%	15.7%	-0.4%	1.9%
> Cc1n[nH]c(C)c1Sc1ccccc1[N+](=O)[O-]
→ 7.7%	-23.1%	-5.3%	8.2%	-0.8%	-0.5%	-13.2%	-3.9%	-0.9%
> O=C(Nc1nc2ccccc2[nH]1)c1ccccc1F
→ -7.4%	77.3%*	1.6%	22.1%	-0.7%	0.0%	-9.4%	1.9%	1.9%
> O=[N+]([O-])c1cc(C(F)(F)F)ccc1N1CCC(O)CC1
→ -20.7%	-14.5%	-3.6%	5.6%	-0.8%	-0.3%	-6.7%	1.9%	-1.5%
> O=C(NCCc1ccccn1)c1cc(-c2ccccc2Cl)nc2ccccc12
→ -16.2%	13.5%	-10.3%	-4.0%	-1.4%	-0.1%	5.6%	-3.0%	-0.6%
> C/C(N)=C(/C#N)C(=O)CSc1nnc(SCc2ccc(Cl)cc2)s1
→ -24.4%	24.7%	-4.8%&-10.4%	-5.1%	-1.0%	-0.1%	-0.7%	-1.0%	2.8%
> CC(C)CCN1CCN=C1Nc1ccccc1
→ -11.3%[20 µM]	-13.8%	-6.6%	4.4%	-0.2%	-0.2%	-0.9%	.	-0.7%
> O=C(Nc1ccccc1)c1cccc(C(F)(F)F)c1
→ 25.9%	-4.2%	-6.5%	7.0%	-0.1%	0.4%	0.1%	4.7%	-0.3%
> Cc1cc(C)n(CC(O)CN2C(=O)NC(C)(C)C2=O)n1 (stereo unspecified)
→ 6.2%	12.8%	-8.0%	4.4%	0.6%	-0.1%	-6.7%	0.1%	1.5%
> CN(C)CCn1c(=S)[nH]c2ccccc2c1=O
→ -20.3%	-2.8%	-4.1%	5.7%	-0.2%	0.2%	-11.0%	5.7%	-0.7%
> COc1ccc(C2C(C#N)=C(SCC(=O)Nc3ccc(C)cc3)NC3=C2C(=O)CC(C)(C)C3)cc1 (stereo unspecified)
→ -6.4%	30.1%	-5.7%	-4.9%	0.1%	-0.1%	0.6%	-3.2%	1.5%
> CC(=O)N1C(=O)C(=C2C=C(C)OC(C)=C2)c2ccccc21
→ 5.5%	-15.1%	?	19.6%	0.6%	-0.2%	-2.6%	0.9%	0.3%
> Cc1noc(NS(=O)(=O)c2ccc(NC(=O)CSc3ncccn3)cc2)c1C
→ 2.4%	5.0%	-5.9%	7.6%	0.2%	-0.2%	5.7%	-2.7%	-0.6%
> CCc1cc(-c2n[nH]c(C)c2-c2nc(C)cs2)c(O)cc1OC
→ -8.3%	-2.8%	1.5%	-0.8%	-0.5%	0.1%	-5.8%	-2.6%	-2.4%
> C=CCn1c(CCC(O)COCCCCC)n[nH]c1=S (stereo unspecified)
→ 20.8%	3.6%	-6.1%	-9.2%	-0.4%	0.5%	-0.8%	-4.1%	-0.2%
> CCCC(=O)N1CCC(Cc2ccccc2)CC1
→ 9.2%	0.0%	-5.7%	-7.1%	0.1%	0.4%	-2.4%	-0.9%	-0.2%
> CCOC(=O)CSc1n[nH]c(NS(=O)(=O)c2ccccc2C(F)(F)F)n1
→ -22.2%[20 µM]	-14.9%	1.7%	-2.0%	0.0%	-0.1%	1.2%	-2.4%	0.2%
> O=C(Nc1ccccc1)c1ccc(-c2ccccc2C(F)(F)F)o1
→ -10.6%	-32.9%	-8.8%	-4.2%	-0.9%	-0.3%	2.0%	-1.8%	4.0%
> O=C(c1cc2cc(Br)ccc2[nH]1)N1CCc2ccccc21
→ 7.5%	2.0%	-5.3%	6.7%	-0.4%	0.0%	-9.1%	-1.3%	-0.9%
> Cc1ccccc1NC(=O)CC(=O)c1ccccc1
→ -23.0%[20 µM]	-47.2%	-0.4%	-1.1%	-0.2%	-0.3%	-4.6%	-0.7%	-1.4%
> O=C(Cc1ccccc1)N/N=C/c1cc(Br)c(Br)o1
→ 4.6%	-20.3%	-2.5%	-1.7%	1.8%	-0.1%	7.2%	-1.2%	-2.0%
> CCOC(=O)C1CCN(C(=O)Cn2cc(C(=O)OC)c3ccccc32)CC1
→ 7.6%[20 µM]	-22.8%	2.2%	6.1%	0.4%	-0.1%	0.9%	.	-1.4%
> CCOc1ccc(NC(=O)N2CCc3ccccc3C2)cc1
→ 17.3%	-34.7%	-2.6%	3.1%	-0.2%	-0.1%	-10.7%	0.5%	1.2%
> Cc1ccnc(NC(=O)c2ccc(Cl)c(NC(=O)c3ccccc3C)c2)c1
→ 14.4%	37.0%	-3.9%	0.6%	-0.7%	-0.2%	11.2%	2.4%	-2.3%
> O=C(Nc1n[nH]c(C2CCCCC2)n1)C1CCCCC1
→ 3.0%	-19.9%	-2.7%	15.2%	-0.7%	-0.1%	-16.8%	-0.8%	1.8%
> Cc1ccc(C)c(NC(=O)CSc2nccn2Cc2ccco2)c1
→ 5.7%	-43.8%	-4.7%	-2.5%	-1.1%	-0.1%	-2.4%	5.2%	0.1%
> O=C1NC(c2ccccn2)Nc2sc3c(c21)CCC3 (stereo unspecified)
→ 73.8%	-23.9%	21.0%	3.7%	-0.4%	0.0%	12.9%	-6.4%	31.5%
> CCOC(=O)CC(=O)CSc1nc(-c2cccnc2)cc(C)c1C#N
→ -8.1%	16.4%	0.7%	2.2%	1.6%	-0.1%	13.2%	1.9%	6.9%
> O=C(N/N=C/c1cccs1)c1ccc(-n2cccc2)cc1
→ -1.2%[20 µM]	0.7%	-3.7%	4.2%	-1.0%	-0.2%	-16.1%	1.4%	1.1%
> CC(CC(=O)Nc1ccc2c(c1)OCCO2)c1ccccc1 (stereo unspecified)
→ 0.7%	-25.1%	-5.5%	14.1%	-0.1%	0.1%	-3.0%	-0.9%	-0.7%
> Cc1[nH]c(=O)[nH]c(=O)c1NC(=O)c1sc2nc3c(C)cccc3cc2c1N
→ 27.4%	-16.8%	-2.5%	2.8%	0.1%	-0.2%	3.3%	5.3%	8.2%
> Cc1nc2ccc(C(=O)N/N=C/c3cc([N+](=O)[O-])ccc3O)cc2[nH]1
→ -13.5%	-28.8%	2.7%	-0.3%	-0.6%	-0.4%	-2.5%	-0.4%	5.3%
> Cc1ccc(-c2nc(-c3ccccn3)no2)cc1
→ 16.4%	89.5%*	.	7.6%	-0.1%	0.0%	-13.7%	0.0%	-0.7%
> CN1C(=O)CS(=O)c2ccc(C(=O)NCCC3=CCCCC3)cc21 (stereo unspecified)
→ -1.5%	3.0%	2.9%	-9.0%	-1.1%	-0.1%	4.9%	-4.7%	1.5%
> Nc1nnc(CCCCc2cccs2)o1
→ -29.4%	-30.0%	1.6%	-3.0%	0.1%	-0.2%	6.0%	2.9%	-1.5%
> COc1ccc(Cn2nnc(C(=O)Nc3ccc(F)cc3)c2N)cc1
→ 11.7%	-10.4%	2.4%	22.2%	0.6%	0.0%	-3.2%	-2.9%	0.5%
> Cc1ccc(C(=O)OCC(=O)Nc2cc(F)ccc2F)cc1NC(=O)c1ccco1
→ 16.3%	-3.2%	-2.3%	-0.3%	0.0%	-0.2%	-1.9%	0.3%	-1.8%
> CC(=O)Nc1cccc(Oc2nc(C)cc(C)c2C#N)c1
→ -1.9%	-1.4%	-2.8%	-5.9%	0.1%	-0.3%	7.5%	-3.3%	-0.8%
> C#CCOCCOCCOCCNc1nc(N2CCOCC2)nc(N2CCN(C(=O)[C@H]([C@@H](C)CC)n3cc(CCCN=C(N)N)nn3)CC2)n1
→ -5.5%	-39.3%	10.7%	3.4%	-0.2%	-0.3%	2.3%	1.2%	-0.2%
> Cn1nc(C(=O)OCC(=O)Nc2ccc(S(N)(=O)=O)cc2)c2ccccc2c1=O
→ -11.1%	-7.4%	-8.5%	8.9%	0.2%	-0.2%	2.0%	.	-1.1%
> COc1ccc(-n2ncc3c2CC(C)(C)CC3NC(=O)CSc2ccccn2)cc1 (stereo unspecified)
→ -38.2%	18.5%	-12.4%	-17.3%	-0.3%	-0.1%	-11.8%	9.8%	0.0%
> Cc1c(C(=O)Nc2cccc(Cl)c2)oc2ccc(S(=O)(=O)N3CCC4(CC3)OCCO4)cc12
→ -44.5%	21.2%	-2.4%	-8.3%	.	-0.2%	3.6%	-0.8%	9.2%
> CC(=O)Nc1ccc(S(=O)(=O)C(C#N)c2nc3ccccc3nc2NCCN2CCOCC2)cc1 (stereo unspecified)
→ 5.8%	13.6%	-14.3%	-19.8%	0.1%	0.6%	-17.3%	1.1%	-0.4%
> Cc1ccccc1NC(=S)NCC1CCN(C(C)c2ccccc2)C1 (stereo unspecified)
→ -11.5%	-4.6%	-5.3%	-6.1%	1.5%	-0.4%	-5.5%	-1.9%	1.0%
> O=C(CNC(=O)Cc1ccccc1)N=Nc1c(O)n(Cc2ccc3c(c2)OCO3)c2ccccc12
→ 31.5%	-7.2%	10.9%	3.4%	0.0%	-0.2%	12.7%	-2.4%	-3.4%
> O=C(CN1C(=O)NC2(CCCCCCC2)C1=O)N1CCOCC1
→ 17.4%	4.2%	-4.0%	9.1%	0.3%	-0.2%	1.4%	4.6%	3.3%
> O=C1NC(=Nc2ccccc2Cl)S/C1=C\c1ccc(C(=O)O)cc1
→ 33.2%	-6.7%	26.4%	-1.9%	1.0%	0.4%	-22.2%	-5.3%	26.9%

# Assay outcomes: PubChem, several laboratories
